# ELG1 repair inh – qHTS screen for small molecules that inhibit ELG1-dependent DNA repair in human embryonic kidney (HEK293T) cells expressing luciferase-tagged ELG1; HEK293T ELG1-luciferase reporter, luminescence, 16 h; DNA damage induced by 5-fluorouridine; Potency, µM (highest dose often 46.1 µM), without a hit: at the top dose activity change, negative = inhibition, most hits filed as inhibitors; 330,000 tested, 2.3% active; further: potency means the concentration at half of the fitted maximal effect; on the % scale 0 is the no-effect control and ±100 the full control effect; nearly all actives have a fitted effect of over 55% in size
#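 Step one: seed 2,000 cells per well. Step two: pin-transfer compound or DMSO alongside 5-fluorouridine. Step three: incubate 16 hr, 37 °C, 5% CO2. Step four: add ONE-Glo, wait 30 min, read luminescence.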
# USP2a block – qHTS Assay for Inhibitors of Ubiquitin-specific Protease USP2a Using CHOP2 as the Reporter; AID 463254, 2010; 330,000 tested, 0.01% active; USP2 core, Ub-CHOP2 coupled fluorogenic reporter, 485/531; Ubiquitin carboxyl-terminal hydrolase 2 (Homo sapiens), O75604; Potency, µM (highest dose often 38.3 µM), without a hit: at the top dose activity change, negative = inhibition, most hits filed as inhibitors;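 further: potency means the concentration at half of the fitted maximal effect; plate controls were DMSO wells for no effect and full inhibition by NEM control for full effect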
#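 Deubiquitinase activity read as fluorescence (485/531 nm) after Ub-CHOP2 cleavage activates the enterokinase reporter on its substrate; USP2 core 10nM, Ub-CHOP2 and substrate 25nM each, 30min compound preincubation then 60min RT; data normalized to NEM, curves fitted.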
# Eya2 phos inh – qHTS Assay for Inhibitors of the Phosphatase Activity of Eya2; Protein phosphatase EYA2 (Homo sapiens), O00167; recombinant Eya2, OMFP fluorescence dephosphorylation (OMFP is methylfluorescein phosphate); Potency, µM (top dose mostly 76.9 µM), without a hit: top-dose activity, negative = inhibition, hits mostly inhibitors; 330,000 tested, 0.006% active; AID 488837, 2010; further: potency means the concentration at half of the fitted maximal effect; on the % scale 0 is the no-effect control and ±100 the full control effect
# Target sequence (O00167 whole entry, looked up): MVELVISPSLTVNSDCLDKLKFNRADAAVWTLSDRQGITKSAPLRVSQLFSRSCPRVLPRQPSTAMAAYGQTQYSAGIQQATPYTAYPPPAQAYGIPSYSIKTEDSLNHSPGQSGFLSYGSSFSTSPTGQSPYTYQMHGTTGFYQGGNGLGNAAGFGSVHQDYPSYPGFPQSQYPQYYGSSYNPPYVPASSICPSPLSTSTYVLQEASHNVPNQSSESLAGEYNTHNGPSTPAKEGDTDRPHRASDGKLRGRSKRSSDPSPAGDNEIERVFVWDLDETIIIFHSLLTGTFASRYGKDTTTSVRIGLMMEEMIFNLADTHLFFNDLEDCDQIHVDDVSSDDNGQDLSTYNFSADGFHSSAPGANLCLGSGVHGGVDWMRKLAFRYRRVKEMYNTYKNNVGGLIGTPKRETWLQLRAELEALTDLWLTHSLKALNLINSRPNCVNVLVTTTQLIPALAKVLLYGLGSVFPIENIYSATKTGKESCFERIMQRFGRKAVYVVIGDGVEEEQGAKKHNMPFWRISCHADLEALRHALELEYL
#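 Eya2 (0.2 uM) preincubated 10 min at ambient with compound, then OMFP substrate added at 50 uM; 10 min reaction in 50 mM HEPES pH 7.5, 50 mM NaCl, 5 uM MgCl2, 0.05% BSA, 1 mM DTT. Fluorescence read at Ex 485/Em 525 nm.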
# Mito fusion act – qHTS Assay for Small Molecule Inhibitors of Mitochondrial Division or Activators of Mitochondrial Fusion; 320,000 tested, 0.23% active; Potency, µM (top dose mostly 46.1 µM), for inactives: at the highest dose growth rescue (activation), most hits filed as activators; S. cerevisiae fusion-defective mutant growth rescue, CellTiterGlo 48 h;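 further: potency means the concentration at half of the fitted maximal effect; % of control where 0% means no effect; nearly all actives have a fitted effect of over 45% in size; temperature-sensitive fusion mutants such as fzo1-1 at 37 °C on non-fermentable ethanol glycerol medium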
#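 Growth-rescue viability read-out: after 48 h at the non-permissive 37C in glycerol/ethanol YPEG, yeast mitochondrial fusion mutants are measured by CellTiterGlo luminescence; compounds (23 nl pinned per well) restoring growth score as division inhibitors or fusion activators.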
# TCR act – Activators of T cell receptors: qHTS campaign; primary human leukocytes, anti-CD3, IL-2 HTRF, 48 h; AID 504894, 2011; 330,000 tested, under 10 active; Potency, µM (top dose mostly 9.22 µM), without a hit: at the top dose activation of IL-2 secretion, hits mostly activators; further: % of control where 0% means no effect
#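 1) Mix primary human leukocytes, a-CD3 beads and compound. 2) Incubate 48 hr. 3) Add HTRF IL-2 reagents (a-IL-2-K, a-IL-2-d2).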
# B2AR arrestin – qHTS assay of beta-arrestin-biased ligands of beta2-adrenergic receptor; AID 492947, 2010; Potency, µM (series often up to 46.1 µM), for inactives: top-dose activation, actives largely listed as activators; beta-arrestin recruitment to beta2AR, cell-based reporter; 330,000 tested, 0.02% active;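 further: potency means the concentration at half of the fitted maximal effect; 0% = DMSO controls and full agonism = EC100 isoproterenol or metaproterenol; nearly all actives have a fitted effect of over 65% in size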
# TSHR antag – Antagonists of the Thyroid Stimulating Hormone Receptor: HTS campaign; 330,000 tested, 0.2% active; TSHR-expressing cells, TSH-stimulated cAMP HTRF, 2 h; stronger effect = lower value; activity change, negative = inhibition, % at 11.5 µM;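 active means activity change below a set negative limit, meaning inhibition stronger than a set level, cut at about -70% in these data; inconclusive means activity change between two set negative limits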; further: on the % scale 0 is the no-effect control and ±100 the full control effect
#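 Inhibition of cAMP made by TSHR-expressing cells under TSH stimulation (4nM final, EC80; 2 h, 37 deg C) is quantified with a one-step lysis HTRF kit, anti-cAMP cryptate versus cAMP-d2.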
# uPA surface inh – qHTS for Inhibitors of Cell Surface uPA Generation | Potency, µM (highest dose often 38.3 µM), inactives show at the top dose activity change, negative = inhibition, hits mostly inhibitors | 330,000 tested, 0.31% active | cell surface uPA generation assay, qHTS; active means well fitted inhibition curve with a large enough effect; inconclusive means small, poorly fitted or top-dose-only effect; inactive means no such curve, though single readings can be large or run the other way; tested in mouse RAW 264.7 cells; further: potency means the concentration at half of the fitted maximal effect; on the % scale 0 is the no-effect control and ±100 the full control effect; nearly all actives have a fitted effect of over 55% in size
# PTAP TSG101 blk – qHTS Assay for Iinhibitors of HIV-1 Budding by Blocking the Interaction of PTAP/TSG101; Tumor susceptibility gene 101 protein (Homo sapiens), Q99816; Fluorescence polarization, FITC-PTAP peptide / Tsg101 binding; Potency, µM (doses to about 115 µM), inactives show at the highest dose activity change, negative = inhibition, most hits filed as inhibitors; 340,000 tested, under 10 active; AID 493005, 2010; active means well fitted inhibition curve with a large enough effect in the main read-out, with a control signal flat, not every such curve was filed as active; inconclusive means small, poorly fitted or top-dose-only effect, or effect the other way, or a change in a side signal; inactive means no such curve, though single readings can be large or run the other way; further: potency means the concentration at half of the fitted maximal effect; % of control where 0% means no effect
#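 Fluorescence polarization binding of Tsg101 binding domain (10 uM final) to FITC-labeled PTAP peptide (50 nM final) in HEPES pH 7.5 buffer with NaCl, Tween 20, EDTA, TCEP. Compounds added before peptide; binding 20 min at RT.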
# Tb PFK inh – qHTS Assay to Find Inhibitors of T. brucei phosphofructokinase. ATP-dependent 6-phosphofructokinase (Trypanosoma brucei brucei), O15648. T. brucei PFK, ADP-Glo luminescence. Potency, µM (titrated, usually from 57.5 µM), without a hit: top-dose activity, negative = inhibition, actives largely listed as inhibitors. 330,000 tested, 0.17% active. AID 485367, 2010;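 further: potency means the concentration at half of the fitted maximal effect; 0% = uninhibited 1x PFK enzyme wells and -100% = no-enzyme wells; nearly all actives have a fitted effect of over 60% in size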
# Target sequence (O15648 whole entry, looked up): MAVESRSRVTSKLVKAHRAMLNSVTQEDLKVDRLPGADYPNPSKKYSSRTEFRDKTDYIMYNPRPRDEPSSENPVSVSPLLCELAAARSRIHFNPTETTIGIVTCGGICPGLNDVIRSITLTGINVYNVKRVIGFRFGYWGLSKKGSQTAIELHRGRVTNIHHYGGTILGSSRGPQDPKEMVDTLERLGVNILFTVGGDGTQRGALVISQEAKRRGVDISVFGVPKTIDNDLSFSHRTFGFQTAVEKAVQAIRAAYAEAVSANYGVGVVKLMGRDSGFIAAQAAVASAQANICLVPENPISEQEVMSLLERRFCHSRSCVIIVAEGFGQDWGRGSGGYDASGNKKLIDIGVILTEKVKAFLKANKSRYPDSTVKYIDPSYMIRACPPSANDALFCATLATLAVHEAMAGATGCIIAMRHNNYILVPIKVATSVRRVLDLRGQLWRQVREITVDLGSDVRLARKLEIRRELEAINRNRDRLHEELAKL
#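 Luminescent ADP detection (ADP-Glo, two-step: ATP depletion then ADP-to-ATP conversion for luciferase) reported PFK activity after 45 min room-temperature reaction of 1.25 nM enzyme with 0.5 mM F6P and 0.1 mM ATP at pH 8.0.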
# BCR signal inh – qHTS Assay to Find Inhibitors of Chronic Active B-Cell Receptor Signaling; Potency, µM (top dose mostly 46.1 µM), inactives show top-dose ratio change, negative = lower green/red ratio, most hits filed as inhibitors; 340,000 tested, 0.05% active; AID 493014, 2011; ABC-DLBCL IkBa-CBG/CBR reporter, luminescence ratio, 4 h; active means well fitted inhibition curve with a large enough effect in the signal ratio, with a control signal flat, not every such curve was filed as active; inconclusive means small, poorly fitted or top-dose-only effect, or effect the other way, or a change in a side signal; the % refers to the signal ratio;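 further: potency means the concentration at half of the fitted maximal effect; plate controls were basal doxycycline-induced cells for no effect and cells given 10 µM MG132 for full effect; MG132 reads +100%, hits lower the ratio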
#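 Compounds up to 46 uM were incubated four hours with TMD8 cells whose green CBG68 luciferase is fused to IkappaBalpha; red CBR luminescence normalised the signal, and concentration-effect curves were fitted to fusion, red and ratio data.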
# Numbers without * were called inactive; u = inconclusive; x = no result given; [ ] = remark or other dose. Unless noted, the call rests on the fitted dose curve; in most records, active means well fitted curve in the direction sought with a large enough effect; inconclusive means small, poorly fitted or top-dose-only effect, or another doubt; inactive means no such curve, though single readings can be large; an effect the other way counts as inactive or inconclusive. Compounds were not picked by outcome; overall some 3% were active at least once.
# Second line of a record – USP2a block, Eya2 phos inh, uPA surface inh, Mito fusion act, PTAP TSG101 blk, BCR signal inh, B2AR arrestin, ELG1 repair inh, TCR act, TSHR antag, Tb PFK inh
> CCCc1ccc2c(N)c(C#N)sc2n1
 : 2%, -3%, -6%, -3%, -5%, 6%, -0.5%, u, -2%, 1, 1%
> Cc1nnc(SCC(=O)Nc2ccc3c4c(cccc24)CC3)n1C
 : 5%, -22%, 3%, 0%, 0%, u, -0.6%, 3%, -5%, -3, -3%
> O=C(NCCO)c1ccc2c3n(nc2c1)-c1ccc(Cl)cc1CO3
 : 3%, 2%, u, -19%, -2%, -3%, -0.1%, u, 3%, 12, -9%
> CCOC(=O)C1CCN(C(=O)c2ccccc2NS(=O)(=O)c2ccc(F)cc2)CC1
 : 2%, -10%, -2%, 2%, 0%, 0%, -0.8%, -15%, 1%, -9, 0%
> O=C1Nc2ccc(Br)cc2C1(O)Cc1ccccn1 (configuration not stated)
 : 2%, 5%, 7%, 1%, -3%, u, 6.4%, 2%, -2%[46.1 µM], 27, -1%
> Cc1nn(Cc2c(Cl)cccc2Cl)c(C)c1NC(=O)c1cc(C(C)C)on1
 : 0%, -6%, 3.2µM*, 2%, -2%, 5%, 0.5%, u, 1%, -11, 4%
> Cn1c(SCC(=O)C(C)(C)C)nnc1-c1ccncc1
 : 3%, 16%, x, -6%, 1%, -1%, -2.0%, u, 1%, 8, -2%
> Cc1ccc2c(c1)N(CC(=O)NCCc1c[nH]c3ccccc13)C(=O)CO2
 : -1%, -2%, 4%, 2%, x, 1%, 0.2%, -10%, x, -3, -6%
> COc1cc(CC(=O)Nc2cccc(C(F)(F)F)c2)cc(OC)c1OC
 : 1%, 0%, -3%, -6%, -2%, -16%, 3.2%, u, 0%[46.1 µM], -5, -5%
> CN1CC2([N+](=O)[O-])CC=C(OCCO)C([N+](=O)[O-])(C1)C2 (configuration not stated)
 : 3%, -10%, -3%, 0%, -1%, 0%, -0.2%, 14%, -3%[46.1 µM], 16, 0%
> Cn1c(=O)c2c(nc(CN3CCc4ccccc4C3)n2Cc2cccc(Cl)c2)n(C)c1=O
 : 1%, -5%, 7.9µM*, -10%, 1%, -15%, 1.0%, u, 6%, -6, -18%
> CCOc1ccc(N(CC(=O)NC2CCCCCC2)S(=O)(=O)c2c(C)[nH]c(=O)[nH]c2=O)cc1
 : -1%, 16%, -9%, -4%, -12%, -2%, -0.2%, 23%, -1%, -11, -5%
> CCc1ccc(C(=O)CCC2CCCCC2=O)cc1 (configuration not stated)
 : 3%, 12%, 2%, 1%, 0%, u, -1.1%, u, -6%, -8, 3%
> c1ccc(Cn2nnnc2CN2CCOCC2)cc1
 : 5%, -8%, -2%, -5%, -1%, 0%, -0.9%, -9%, 1%, 2, 3%
> Cc1cccc(-n2c(O)c(C=Nc3ccccc3-c3n[nH]c(=S)[nH]c3=O)c3ccccc3c2=O)n1
 : 3%, u, 17%, 2%, -9%, 21%, -0.8%, -26%, 7%, 6, 12%
> O=C(CSc1n[nH]c(=O)n1-c1ccccc1)Nc1ccccc1C(F)(F)F
 : -1%, 3%, -9%, 4%, -6%, 2%, -0.8%, 8%, 2%, 16, 2%
> COC(=O)C1CCN(C(=O)COc2ccc(S(=O)(=O)N3CCOCC3)cc2Cl)CC1
 : 0%, 4%, 4%, x, -6%, 3%, 0.4%, 3%, 0%[46.1 µM], -13, 3%
> CCOc1ccc(/C=N/Nc2ccc(Cl)nn2)c(O)c1
 : 1%, -4%, -4%, -5%, -5%, u, 6.5%, 0%, 6%, -11, -4%
> COC(=O)CCCCCCCCCC[N+]1(C)CCCCC1
 : 4%, 5%, -10%, -7%, -1%, 2%, -1.0%, -9%, -1%, 4, -1%
> Cc1ccc(S(=O)(=O)/N=S(\C)C(C)C)cc1 (configuration not stated)
 : 4%, 8%, -1%, -4%, -3%, -1%, -0.4%, 1%, 7%[46.1 µM], 8, 4%

# Part of the list above with just TCR act:
molecule | TCR act
CN1CC2([N+](=O)[O-])CC=C(OCCO)C([N+](=O)[O-])(C1)C2 (configuration not stated) | -3%[46.1 µM]
Cn1c(=O)c2c(nc(CN3CCc4ccccc4C3)n2Cc2cccc(Cl)c2)n(C)c1=O | 6%

# The results go on:
# Second line of a record – USP2a block, Eya2 phos inh, uPA surface inh, Mito fusion act, PTAP TSG101 blk, BCR signal inh, B2AR arrestin, ELG1 repair inh, TCR act, TSHR antag, Tb PFK inh
> O=C(c1cc(Cl)nc2ccccc12)N1CCN(S(=O)(=O)c2ccccc2[N+](=O)[O-])CC1
 : -1%, 2%, -8%, 5%, x, -4%, -0.9%, u, 0%, 54, 0%
> O=C(CN1CCCC1)NCc1ccccc1
 : 0%, 10%, -4%, -1%, 0%, 3%, -0.9%, 0%, 1%, 16, -3%
> COc1cc(/C=N/O)ccc1Oc1cnccn1
 : 4%, 12%, 3%, 25%, -1%, u, 3.1%, 0%, -1%, -8, 0%
> CCn1c(COc2ccccc2)nc2ccccc21
 : 0%, 0%, -4%, -1%, -8%, 16%, -0.3%, u, -1%[46.1 µM], -16, -3%
> O=C(COC(=O)/C=C/c1ccc(F)cc1)NC1CC1
 : 0%, 0%, 0%, x, -3%, 1%, -0.2%, -9%, -6%, -10, 0%
> COC(=O)CN(c1cccc(C)c1)S(=O)(=O)c1ccccc1
 : 3%, -10%, -11%, 5%, -1%, -3%, -0.2%, 1%, 7%, 16, -5%
> CN1CCN(c2ccccc2NC(=O)c2ccc(-c3ccc(Cl)cc3Cl)o2)CC1
 : -10%, -12%, x, 24%, -2%, -6%, 0.2%, 21µM*, x, -4, -1%
> Cc1ccc(NC(=O)COc2ccc(Br)cn2)cc1
 : 9%, u, -1%, -1%, -1%, 15%, 0.2%, 7%, 3%, 17, 3%
> O=C1CCC([N+](=O)[O-])C(c2ccccc2C(F)(F)F)N1 (configuration not stated)
 : 3%, -1%, 7%, -2%, -5%, -2%, 0.4%, 13%, 2%, -5, -6%
> Clc1ccccc1-c1nnc(-c2ccccc2Cl)o1
 : 5%, -10%, -15%, 17%, 0%, -23%, 1.4%, u, 4%[46.1 µM], -16, 7%
> COC(=O)[C@]1(C)N[C@H](CN(C)C(=O)Nc2ccc(Cl)cc2)[C@@H]2C(=O)N(Cc3ccccc3)C(=O)[C@@H]21
 : -4%, -12%, -12%, x, 6%, -2%, -0.3%, 1%, 3%, 12, -3%
> COc1ccc(CC(=O)OCC(=O)N2CCN(S(=O)(=O)c3ccc(C)cc3C)CC2)cc1
 : 1%, 24%, 1%, 9%, 0%, -1%, -0.2%, -3%, 4%, 2, 3%
> COc1ccc(C(=O)NCCOc2cccc(OC)c2)cc1
 : 2%, -6%, 5%, -1%, -3%, 0%, 0.4%, 3%, 7%, -14, 0%
> CC(O)(CS(=O)(=O)Cc1ccccc1)C(=O)Nc1ccc(C(F)(F)F)cc1 (configuration not stated)
 : -1%, -12%, x, 5%, -7%, 1%, -0.3%, 8%, -7%, 17, -2%
> CC(C)NC(=O)CSCc1c(F)cccc1Cl
 : 5%, 1%, -3%, -3%, 0%, 2%, -1.1%, 19%, 0%[46.1 µM], 12, 8%
> CC(C)NC(=O)c1ccccc1-c1ccccc1
 : 2%, 4%, -2%, -4%, -6%, 15%, 0.2%, 0%, 0%, 2, 2%
> CCCN1CCN(C(=O)Cn2ncc3ccccc32)CC1
 : 1%, -6%, 6%, -6%, -3%, 0%, -1.8%, 9%, 0%, 2, -3%
